# Screens as filed in PubChem.
# NIH3T3 tox: kills NIH 3T3 cells; NIH 3T3 viability, CellTiter-Glo ATP luminescence, 48-72 h; Potency, µM (doses to about 96.7 µM), for inactives: at the top dose activity change, negative = cytotoxicity, actives largely listed as inhibitors; hit rate 4.3% among 94,000; AID 1345082; also: potency is read from the fitted curve at half-maximal effect; nearly all actives have a fitted effect of over 55% in size
#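 Cytotoxicity is measured as loss of cellular ATP: NIH 3T3 cells (400/well) are exposed to compound for 48 or 72 hr at 37 °C, then CellTiter-Glo luminescence is imaged after 10 min at room temperature.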
# IP6K1 inh: inhibitors of human IP6K1. Q92551. IP6K1 kinase, ADP-Glo luminescence, 2 h; stronger effect = lower value. activity change, % (series mostly up to about 58 µM). hit rate 0.81% among 140,000; in the data active = activity change below about -25%
#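 ADP-Glo luminescence measures ADP made by human IP6K1 during a 2 h RT reaction with ATP/IP6 (mix at 1.3 mM/130 uM); top library doses 57.5 and 19.1 uM final.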
# HEK293 tox: kills HEK 293 cells | Potency, µM (series often up to 115 µM), without a hit: top-dose activity change, negative = cytotoxicity, usual class: inhibitors | HEK 293 viability, ATP luminescence (CellTiter-Glo), 48-72 h | hit rate 6.6% among 94,000; also: potency is read from the fitted curve at half-maximal effect; nearly all actives have a fitted effect of over 60% in size
#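 Luminescence from cellular ATP, measured with CellTiter-Glo, indicates HEK 293 viability. Cells plated at 250 cells/well are treated with compound for 48 or 72 hr at 37 degree Celsius before reagent addition.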
# SNCA expr inhib: reduces expression of the alpha-synuclein gene | AID 1671194 | HEK-293 SNCA-luciferase knock-in, luminescence, 24 h | Potency, µM (highest dose often 57.2 µM), without a hit: top-dose activity change, negative = inhibition, most hits filed as inhibitors | hit rate 0.17% among 140,000;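 also: potency is read from the fitted curve at half-maximal effect; plate controls were DMSO cells for no effect and cell-free wells for full effect; nearly all actives have a fitted effect of over 45% in size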
# Luciferase inh: inhibitors of firefly (Photinus pyralis) luciferase | P08659 | purified P. pyralis luciferase, luminescence, biochemical | Potency, µM (highest dose often 115 µM), inactives show at the highest dose activity change, negative = inhibition, usual class: inhibitors | hit rate 2.5% among 76,000; also: potency is read from the fitted curve at half-maximal effect; nearly all actives have a fitted effect of over 65% in size
# Target sequence (P08659 whole entry, looked up): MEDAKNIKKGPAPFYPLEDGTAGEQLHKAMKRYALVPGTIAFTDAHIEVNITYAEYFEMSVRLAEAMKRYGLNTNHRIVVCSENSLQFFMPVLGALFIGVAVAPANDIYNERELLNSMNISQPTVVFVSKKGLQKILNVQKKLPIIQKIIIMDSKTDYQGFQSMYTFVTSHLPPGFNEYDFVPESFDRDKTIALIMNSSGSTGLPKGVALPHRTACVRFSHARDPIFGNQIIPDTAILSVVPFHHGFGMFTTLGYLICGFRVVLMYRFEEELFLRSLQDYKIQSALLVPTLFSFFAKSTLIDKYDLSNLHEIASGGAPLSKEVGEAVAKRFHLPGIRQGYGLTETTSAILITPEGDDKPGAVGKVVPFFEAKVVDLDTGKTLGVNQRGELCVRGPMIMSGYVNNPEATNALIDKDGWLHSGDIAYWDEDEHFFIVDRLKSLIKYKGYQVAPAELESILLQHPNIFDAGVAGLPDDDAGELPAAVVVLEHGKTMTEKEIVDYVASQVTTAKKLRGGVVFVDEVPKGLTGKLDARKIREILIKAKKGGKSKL
#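 Inhibitors were tested against purified firefly luciferase in a biochemical, low-substrate format (both substrates at 10uM) and luminescence measured with a CCD imager.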
# HEK293 viab: cell viability loss counter-screen; HEK-293-SNCA-luc viability, GF-AFC fluorescence, 24 h; Potency, µM (series often up to 57.1 µM), for inactives: top-dose activity change, negative = cytotoxicity, hits mostly cytotoxic; hit rate 0.12% among 150,000; AID 1671193;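 also: potency is read from the fitted curve at half-maximal effect; 0% = DMSO-treated cells and -100% = medium-only wells without cells; nearly all actives have a fitted effect of over 30% in size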
#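 HEK-293-SNCA-luc cells (1500/well) plated 24 h, then exposed 24 h to a dilution series; GF-AFC added 30 min at 37C, fluorescence 405/540 nm; normalised to medium-only and DMSO wells, Hill fit.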
# GPT2 inhibitor: GPT2 alanine aminotransferase inhibition. Recombinant GPT2, coupled pyruvate oxidase/HRP Amplex Red fluorescence. Potency, µM (titrated, usually from 57.7 µM), inactives show at the top dose activity change, negative = inhibition, usual class: inhibitors. Q8TD30. hit rate 0.25% among 100,000. AID 1671188; also: potency is read from the fitted curve at half-maximal effect; nearly all actives have a fitted effect of over 60% in size; many of its hits are not listed in these tables
# Target sequence (Q8TD30 whole entry, looked up): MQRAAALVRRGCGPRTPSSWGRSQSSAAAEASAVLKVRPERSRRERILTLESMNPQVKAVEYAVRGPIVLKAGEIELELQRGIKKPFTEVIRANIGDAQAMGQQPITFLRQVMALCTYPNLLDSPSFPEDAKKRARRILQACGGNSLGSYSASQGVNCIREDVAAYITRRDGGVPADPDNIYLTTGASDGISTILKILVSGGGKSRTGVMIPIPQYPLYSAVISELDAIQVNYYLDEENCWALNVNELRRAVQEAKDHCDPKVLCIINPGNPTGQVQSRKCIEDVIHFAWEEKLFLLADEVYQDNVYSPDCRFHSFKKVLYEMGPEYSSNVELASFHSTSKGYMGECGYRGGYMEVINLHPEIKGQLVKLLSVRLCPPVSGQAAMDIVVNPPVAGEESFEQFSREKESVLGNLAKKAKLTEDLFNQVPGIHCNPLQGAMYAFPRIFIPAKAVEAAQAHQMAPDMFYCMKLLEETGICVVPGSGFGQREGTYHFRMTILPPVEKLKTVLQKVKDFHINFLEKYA
#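 Recombinant GPT2 (10ng/uL) with 250uM a-KG and 2mM L-alanine, 30 min at room temperature, in HEPES pH 7.5 buffer. Pyruvate detected by pyruvate oxidase/HRP/Amplex Red fluorescence after 30 min in the dark; AOA (50uM) as positive control.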
# * = called active by the depositor; i = inactive; ? = inconclusive; . = not tested or not shown; [ ] = another dose, or the depositor's remark. Unless noted, calls follow the shape of the dose curve; as a rule, active = well fitted curve in the direction sought with a large enough effect; inconclusive = small, poorly fitted or top-dose-only effect, or another doubt; inactive = no such curve, though single readings can be large; an effect the other way counts as inactive or inconclusive. Unless noted, % is scaled to controls: 0 for no effect and ±100 for the full control effect.
SMILES,NIH3T3 tox,IP6K1 inh,HEK293 tox,SNCA expr inhib,Luciferase inh,HEK293 viab,GPT2 inhibitor
COc1cccc(CNC(=O)CN2C(=O)N(c3cc(C)ccc3C)S(=O)(=O)c3ccccc32)c1OC,.,9,.,?,.,?,.
COc1ccc(C2CC(=O)c3cc(-c4nc(-c5cccc(Cl)c5)cs4)c(=O)[nH]c3C2)cc1 (centres undefined),.,6,.,-8%,.,3%,.
COCCN1CCc2nc(SCC(=O)Nc3ccc(C)c(Cl)c3)[nH]c(=O)c2C1,.,9,.,5%,.,4%,.
Cc1noc2c(NC3CCN(C)CC3)cc(-c3cccc(C(F)(F)F)c3)nc12,?,-6,40µM*,30%[87.6 µM],1%[172 µM],-11%[87.6 µM],-18%[88.5 µM]
O[C@@H]1C[C@@H](c2nc(Cc3ccccc3)no2)N(Cc2cc3ccccc3o2)C1,?,11,-25%[172 µM],38%[activator][87.6 µM],-29%[172 µM],2%[87.6 µM],-16%[88.5 µM]
Cn1c(NCCCCO)nc2c1c(=O)n(Cc1ccc(Cl)cc1)c(=O)n2C,.,10,.,29%,.,-7%,.
COc1ccc(NC(=O)Cc2csc(C)n2)cc1,.,-8,.,84%[activator],.,-5%,.
O=C(CCc1ccccc1)Nc1cccc(-c2nnc3n2CCCC3)c1,-5%,13,?,-1%,5%,-5%,i
CCOC(=O)C1CCCN(C(=O)Cn2ncc3c(C)n(Cc4ccccc4F)c(C)c3c2=O)C1 (centres undefined),.,-3,.,?,.,-2%,.
COc1ccc(-c2ccc3nnc(CNC(=O)c4ccc(F)c(Cl)c4)n3n2)cc1,-15%,-1,?,-3%,3%,13%,4%
COc1ccc(NC(=O)CN2C(=O)NC3(CCS(=O)(=O)CC3)C2=O)c(OC)c1,4%,7,9%,5%,17%,-2%,i
COc1nc2ccccc2nc1CCC(=O)N[C@H]1COC[C@H]1Cc1cc(C)no1,2%,-2,i,7%,0%,-4%,1%[11.5 µM]
O=C(Nc1ccc2c(c1)OCCO2)N1CCN(C(=O)N2CC3CC(C2)[C@H]2CCCC(=O)N2C3)CC1 (some centres undefined),3%,3,14%,109%[activator],-10%,3%,i
O=C(NCc1ccc(F)cc1)N1CCc2nnc(C3CC3)n2CC1,?,13,-22%,25%,.,-7%,-4%
CC(=O)Nc1ccc(CN2CCC3(CC2)CC(=O)Nc2ccccc2O3)cc1,-11%,5,-5%,7%,-4%,6%,i
CCCOc1ccccc1Cn1c(=O)sc2ccccc21,.,-5,.,2%,.,-19%,.
CC1(c2ccccc2)N(Cc2cccnc2)C(=O)OC12CCN(C(=O)c1ccc(F)cc1)CC2 (centres undefined),?,-10,i,8%,15%,-2%,i
O=C(c1ccnc(-c2nnc3ccc(Nc4ccccc4)nn23)c1)N1CCCCC1,?,-6,?,8%[87.6 µM],13%[172 µM],-7%[87.6 µM],-9%[88.5 µM]
Cc1ccccc1CC1(CO)CCCN(c2ccc(-c3nccn3C)nn2)C1 (centres undefined),?,6,32µM*,?,10%,?,2%
Fc1ccccc1-c1cc2c(ccn2Cc2ccncc2)c(N2CCOCC2)n1,35µM*,9,89µM*,-21%[87.6 µM],2%[172 µM],-14%[87.6 µM],-4%[88.5 µM]
COCCNC(=O)c1ccc2nc(Cc3ccccc3)oc2c1,.,37,.,114%[activator],.,-9%,.
O=C(OCC1CCCO1)c1ccc2c(c1)N(Cc1cccc(Cl)c1)C(=O)c1ccccc1S2(=O)=O (centres undefined),.,30,.,46%[activator],.,-16%,.
c1cc2nnc(C3CCC3)n2nc1N1CCOCC1,?,-14,?,-1%,-1%,-4%,i
c1ccc(Cc2cc(C3CCN(Cc4cc5n(n4)CCNC5)CC3)n[nH]2)cc1,-15%,3,-29%,2%,3%,6%,-1%
Cc1cc(C)c(NC(=O)C(C)n2nc(C)c3sc4ccccc4c3c2=O)c(C)c1 (centres undefined),.,-12,.,1%,.,-2%,.
SMILES,NIH3T3 tox,IP6K1 inh,HEK293 tox,SNCA expr inhib,Luciferase inh,HEK293 viab,GPT2 inhibitor
O=C(c1cnccn1)N1CCN2C(=O)NC[C@H]2C1,3%[230 µM],4,-5%[230 µM],-24%[87.6 µM],2%[230 µM],5%[87.6 µM],1%[88.5 µM]
Cc1cn2nc(C(=O)N3CCC(NC(=O)c4cccn4C)CC3)cc2c(=O)[nH]1,-19%,5,1%,-21%,0%,7%,i
COc1ccc(Cl)cc1NC(=O)c1cc(S(=O)(=O)N2CCC(C)CC2)cn1C,.,4,.,16%,.,3%,.
Cc1ccc(-c2noc([C@@H]3Cc4nc[nH]c4CN3C(=O)COCC(=O)O)n2)cc1,-7%[174 µM],11,0%[172 µM],?,?,1%[87.6 µM],-1%[88.5 µM]
Cc1cccc([S+](=O)([O-])N2CCC3(CC2)OCCN(c2cccnc2)C3=O)c1,?,5,-11%[172 µM],7%[87.6 µM],2%[172 µM],4%[87.6 µM],-2%[88.5 µM]
CC[C@@]1(O)CCN(C(=O)c2cnc(N3CCOCC3)nc2)C[C@H]1O,-10%,-2,-8%,?,-24%,-27%,-6%
CN(C)c1cccc(Oc2nnnn2[C@H]2CO[C@H]3[C@@H]2OC[C@@H]3NC(=O)Nc2ccc(Oc3ccccc3)cc2)c1,?,1,?,?,-1%,-17%,i
CC(C)c1onc(-c2c(Cl)cccc2Cl)c1COc1ccc(C=Cc2cccc(C(=O)O)c2)c(Cl)c1,.,.,.,134%[activator],.,2%,i
CN1c2cc(C(=O)NCCCc3ccccc3)ccc2C(=O)N2CCCC21 (centres undefined),-26%,16,?,3%,-13%,-8%[12.5 µM],i
c1ccc(CCCN2CC[C@H](c3nc4ccccc4s3)C2)cc1,89µM*,10,100µM*,50%[activator][87.6 µM],?,5%[87.6 µM],-17%[88.5 µM]
CCc1nnc([C@@H]2CC(F)(F)CN2C(=O)COc2ccccc2)o1,-10%,7,-1%,0%,-3%,-7%,i
Cc1cc(C)cc(NC(=O)c2cc(S(=O)(=O)N3CCOCC3)cn2C)c1,.,26,.,-4%,.,1%,.
Cc1ccc([S+](=O)([O-])NC2CCN(Cc3cccc(-c4ccc(F)c(F)c4)c3)CC2)cc1,16µM*,1,22µM*,-37%,.,-27%,?
Cc1ccc(NC(=O)N2CCCC(c3noc(COc4ccccc4)n3)C2)c(C)c1 (centres undefined),?,22,?,11%,?,-6%,i
Cc1ccc(CNC(=O)CC2CCCCN(C)C2=O)cc1 (centres undefined),4%,2,i,7%,-2%,-3%,i
Cc1ccc(-c2nc3scc(CCNS(=O)(=O)c4c(C)noc4C)n3n2)cc1,.,-5,.,-17%,.,?,.
CNC(=O)Cn1cc(S(=O)(=O)Cc2ccccc2F)c2ccccc21,.,3,.,15%,.,-16%,.
Cc1cc(=O)cc(C(=O)N2CCC(O)(CN3CCOCC3)C(C)(C)C2)o1 (centres undefined),-14%,9,-17%,2%,-5%,4%,-23%
Cc1nc2c(c(-c3ccc(Cl)cc3)n1)CCN(C(=O)C(C)(C)C)CC2,?,13,-28%,-9%,-4%,-14%,?
CC(C)(C)n1nnnc1C1CC2(CCOCC2)C(=O)N1Cc1ccccc1 (centres undefined),-19%,4,-9%,4%,7%,8%,i
Cc1ccc(CCNc2nc3c(S(=O)(=O)c4ccc(C)cc4)nnn3c3ccsc23)cc1,.,-5,.,?,.,-11%,.
CNC(=O)[C@@H]1CN(C(=O)c2ccoc2C)C[C@H]1c1nc(C)no1,-3%,10,-19%,-28%,-6%,?,-24%
Cc1ccc(CNC(=O)C(=O)NCC(c2ccco2)S(=O)(=O)c2ccccc2)cc1 (centres undefined),.,6,.,-5%,.,-3%,.
Cc1nc(-c2ccccc2)sc1CCNC(=O)c1ccco1,.,-12,.,83%[activator],.,?,.
COC(=O)c1ccc2nc(C[C@@H]3C[C@@H](C(C)C)[C@H](CNCc4ccccc4F)C=C3C)[nH]c2c1,22µM*,1,?,-29%,3%,-7%,5%

# The last 2 records of the part above come first, to join the parts.
SMILES,NIH3T3 tox,IP6K1 inh,HEK293 tox,SNCA expr inhib,Luciferase inh,HEK293 viab,GPT2 inhibitor
Cc1nc(-c2ccccc2)sc1CCNC(=O)c1ccco1,.,-12,.,83%[activator],.,?,.
COC(=O)c1ccc2nc(C[C@@H]3C[C@@H](C(C)C)[C@H](CNCc4ccccc4F)C=C3C)[nH]c2c1,22µM*,1,?,-29%,3%,-7%,5%
CC(C)CC(=O)N1CCC(Oc2ccccc2)C1 (centres undefined),0%,24,5%,23%,0%,7%,i
CNC(=O)[C@@H]1[C@@H](OC(N)=O)C(=O)N(C)C12CCN(C(=O)c1ccccc1OC(F)(F)F)CC2,?,6,-25%,.,.,.,.
Cc1noc(C)c1[S+](=O)([O-])N1CCC2(CC1)OCCN(Cc1ccccc1)C2=O,?,20,-18%[172 µM],-13%[87.6 µM],16%[172 µM],4%[87.6 µM],-13%[88.5 µM]
COc1cccc(CN(C(=O)COc2ccc(Cl)c(C)c2)C2CCS(=O)(=O)C2)c1 (centres undefined),.,18,.,2%,.,2%,.
CCOc1ccccc1CNC(=O)C1CCN(Cc2cc3ccccc3n2Cc2ccccc2)CC1,.,19,.,0%,.,4%,.
CC(=O)N1CCN(C(=O)C2CCNCC2)C[C@@H]1C(=O)N[C@@H](CC1CCCCC1)C(N)=O,0%,-3,-6%,3%,4%,-5%,?
CC(C)(C)C(=O)N1CCC2(CC1)NCCc1c2[nH]c2ccccc12,-26%,-2,?,?,0%,-23%[12.5 µM],4%

# As entered above:
# `COc1ccc(C2CC(=O)c3cc(-c4nc(-c5cccc(Cl)c5)cs4)c(=O)[nH]c3C2)cc1` (centres undefined) | SNCA expr inhib = -8%
# `CCOC(=O)C1CCCN(C(=O)Cn2ncc3c(C)n(Cc4ccccc4F)c(C)c3c2=O)C1` (centres undefined) | HEK293 viab = -2%
# `COc1cccc(CNC(=O)CN2C(=O)N(c3cc(C)ccc3C)S(=O)(=O)c3ccccc32)c1OC` | IP6K1 inh = 9
# `c1ccc(CCCN2CC[C@H](c3nc4ccccc4s3)C2)cc1` | GPT2 inhibitor = -17%[88.5 µM]
# `CN1c2cc(C(=O)NCCCc3ccccc3)ccc2C(=O)N2CCCC21` (centres undefined) | NIH3T3 tox = -26%

# Single records, from the list above:
# Listed for CNC(=O)[C@@H]1[C@@H](OC(N)=O)C(=O)N(C)C12CCN(C(=O)c1ccccc1OC(F)(F)F)CC2 : NIH3T3 tox = ?; IP6K1 inh = 6; HEK293 tox = -25%; SNCA expr inhib = .; Luciferase inh = .; HEK293 viab = .; GPT2 inhibitor = .
# Listed for COc1cccc(CN(C(=O)COc2ccc(Cl)c(C)c2)C2CCS(=O)(=O)C2)c1 (centres undefined) : NIH3T3 tox = .; IP6K1 inh = 18; HEK293 tox = .; SNCA expr inhib = 2%; Luciferase inh = .; HEK293 viab = 2%; GPT2 inhibitor = .
